SNCA expr inh – SNCA gene expression inhibition; 140,000 tested, 0.17% active; Potency, µM (titrated, usually from 57.2 µM), without a hit: at the highest dose activity change, negative = inhibition, most hits filed as inhibitors; HEK-293 SNCA-luciferase knock-in, luminescence, 24 h;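 further: potency means the concentration at half of the fitted maximal effect; plate controls were DMSO cells for no effect and cell-free wells for full effect; nearly all actives have a fitted effect of over 45% in size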
SNCA viab count – counter-screen for SNCA expression inhibitors: cell viability; HEK-293-SNCA-luc viability, GF-AFC fluorescence, 24 h; Potency, µM (highest dose often 57.1 µM), for inactives: at the highest dose activity change, negative = cytotoxicity, actives largely listed as cytotoxic; 150,000 tested, 0.12% active; AID 1671193;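 further: potency means the concentration at half of the fitted maximal effect; 0% = DMSO-treated cells and -100% = medium-only wells without cells; nearly all actives have a fitted effect of over 30% in size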
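HEK-293-SNCA-luc cells (1500/well) plated 24 h, then exposed 24 h to a dilution series; GF-AFC added 30 min at 37C, fluorescence 405/540 nm; normalised to medium-only and DMSO wells, Hill fit.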
IP6K1 inh – inhibitors of human IP6K1; IP6K1 kinase, ADP-Glo luminescence, 2 h; stronger effect = lower value; activity change, % (series mostly up to about 58 µM); 140,000 tested, 0.81% active; AID 1645851; in the data active means activity change below about -25%
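ADP-Glo luminescence measures ADP made by human IP6K1 during a 2 h RT reaction with ATP/IP6 (mix at 1.3 mM/130 uM); top library doses 57.5 and 19.1 uM final.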
GPT2 inh – GPT2 alanine aminotransferase inhibition. Q8TD30. Recombinant GPT2, coupled pyruvate oxidase/HRP Amplex Red fluorescence. Potency, µM (top dose mostly 57.7 µM), without a hit: top-dose activity change, negative = inhibition, actives largely listed as inhibitors. 100,000 tested, 0.25% active; further: potency means the concentration at half of the fitted maximal effect; nearly all actives have a fitted effect of over 60% in size; many of its hits are not listed in these tables
Target sequence (Q8TD30 whole entry, looked up): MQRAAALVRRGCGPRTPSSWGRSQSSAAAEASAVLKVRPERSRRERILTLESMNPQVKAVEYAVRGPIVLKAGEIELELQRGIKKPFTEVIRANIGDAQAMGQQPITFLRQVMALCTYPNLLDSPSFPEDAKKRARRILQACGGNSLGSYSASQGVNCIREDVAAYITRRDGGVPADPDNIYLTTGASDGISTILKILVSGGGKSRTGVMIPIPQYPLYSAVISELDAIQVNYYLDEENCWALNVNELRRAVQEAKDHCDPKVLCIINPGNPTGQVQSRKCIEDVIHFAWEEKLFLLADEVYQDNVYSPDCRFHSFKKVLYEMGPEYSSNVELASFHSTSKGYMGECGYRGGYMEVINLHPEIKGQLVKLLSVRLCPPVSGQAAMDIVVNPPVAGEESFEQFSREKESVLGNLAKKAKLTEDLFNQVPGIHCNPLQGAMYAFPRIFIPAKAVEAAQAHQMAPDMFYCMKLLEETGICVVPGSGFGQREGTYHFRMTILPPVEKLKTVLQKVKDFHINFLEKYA
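Fluorescence read-out: pyruvate from GPT2 turnover coupled to pyruvate oxidase, HRP and Amplex Red (0.2mM ThPP, 0.2U/mL PO and HRP, 50uM Amplex final). Substrates 250uM a-KG, 2mM L-alanine; enzyme 10ng/uL; 30 min RT.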
HEK293 tox – kills HEK 293 cells; HEK 293 viability, ATP luminescence (CellTiter-Glo), 48-72 h; Potency, µM (series often up to 115 µM), inactives show at the top dose activity change, negative = cytotoxicity, most hits filed as inhibitors; 94,000 tested, 6.6% active; further: potency means the concentration at half of the fitted maximal effect; nearly all actives have a fitted effect of over 60% in size
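Viability of HEK 293 cells, plated at 250 cells/well, was judged by cellular ATP after compound treatment for 48 or 72 hr. Luminescence was imaged 10 min after CellTiter-Glo addition at room temperature.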
Luciferase inh – Photinus pyralis luciferase inhibition; AID 1347043; 76,000 tested, 2.5% active; purified P. pyralis luciferase, luminescence, biochemical; Potency, µM (titrated, usually from 115 µM), inactives show top-dose activity change, negative = inhibition, usual class: inhibitors; P08659; further: potency means the concentration at half of the fitted maximal effect; nearly all actives have a fitted effect of over 65% in size
Target sequence (P08659 whole entry, looked up): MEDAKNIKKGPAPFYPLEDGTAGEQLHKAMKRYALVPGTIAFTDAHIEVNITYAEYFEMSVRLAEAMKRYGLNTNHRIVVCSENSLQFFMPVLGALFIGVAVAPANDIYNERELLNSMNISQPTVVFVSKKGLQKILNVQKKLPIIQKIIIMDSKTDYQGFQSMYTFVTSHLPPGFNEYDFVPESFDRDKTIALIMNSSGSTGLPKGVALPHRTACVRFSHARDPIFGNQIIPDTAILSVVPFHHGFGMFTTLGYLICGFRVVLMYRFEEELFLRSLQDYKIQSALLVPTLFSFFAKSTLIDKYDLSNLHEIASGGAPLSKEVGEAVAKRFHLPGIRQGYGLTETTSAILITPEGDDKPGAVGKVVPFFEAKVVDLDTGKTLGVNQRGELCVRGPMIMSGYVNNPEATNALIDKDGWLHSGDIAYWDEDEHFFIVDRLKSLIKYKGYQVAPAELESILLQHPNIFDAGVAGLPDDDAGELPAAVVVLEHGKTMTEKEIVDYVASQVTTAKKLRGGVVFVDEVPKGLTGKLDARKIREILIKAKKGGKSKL
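Cell-free enzyme assay, 10nM P. pyralis luciferase, luciferin and ATP each at 10uM. Inhibition profiled over a 6-point titration, read as luminescence.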
3T3 cytotox – NIH 3T3 cell cytotoxicity; NIH 3T3 viability, CellTiter-Glo ATP luminescence, 48-72 h; 94,000 tested, 4.3% active; AID 1345082; Potency, µM (titrated, usually from 96.7 µM), for the others: at the top dose activity change, negative = cytotoxicity, hits mostly inhibitors; further: potency means the concentration at half of the fitted maximal effect; nearly all actives have a fitted effect of over 55% in size
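ATP-dependent luminescence (CellTiter-Glo) served as the viability signal for NIH 3T3 cells treated with compound for 48 or 72 hr at 37 °C.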
* marks the source's active call; other numbers are inactive results; i = inactive; ? = inconclusive; · = not tested or not shown; [ ] = dose if it differs, or a comment. Unless noted, the call rests on the fitted dose curve; in most records, active means well fitted curve in the direction sought with a large enough effect; inconclusive means small, poorly fitted or top-dose-only effect, or another doubt; inactive means no such curve, though single readings can be large; an effect the other way counts as inactive or inconclusive. Unless noted, on the % scale 0 is the no-effect control and ±100 the full control effect. Only part of the results is shown. The share of hits here may be higher or lower than overall.

SMILES	SNCA expr inh	SNCA viab count	IP6K1 inh	GPT2 inh	HEK293 tox	Luciferase inh	3T3 cytotox
COc1ccc(OC)c(CN2CCCn3nc(C)c(-c4ccccc4C(C)C)c32)c1	?	-29%[87.6 µM]	19	i	63µM*	-7%[172 µM]	35µM*
O=C(NC1CCN(Cc2ccccc2)CC1)c1ccc(Cn2c(=O)c3ccccc3n(Cc3cccc(F)c3)c2=O)cc1	25%	-1%	7	·	·	·	·
Cn1ncc2c(C(=O)NCC#N)cc(-c3ccc(C(F)(F)F)cc3)nc21	·	·	-13	·	?	·	?
COc1ccc(Cl)cc1NC(=O)Cn1ncc2c3ccccc3n(Cc3ccccc3)c2c1=O	11%	2%	-27*	·	·	·	·
O=C(NC1CCc2n[nH]c(=O)n2CC1)c1ccc(Br)o1 (stereo not given)	5%	-5%	-13	i	i	10%	3%
COC(=O)[C@H](Cc1ccc(OC)cc1)NC(=O)[C@H]1CN(C(C)=O)CCN1C(=O)C1CCCCC1	-12%	1%	-5	1%	3%	-6%	?
COc1ccc(CN[C@H]2C[C@H]3C(=O)NC[C@@H](CCC(=O)N4CCCCC4)N3C2)cc1	-33%[87.6 µM]	?	2	4%[88.5 µM]	-15%[172 µM]	-8%[172 µM]	-5%[138 µM]
CC(=O)OC1C(=O)C2(C)C(O)CC3OCC3(OC(C)=O)C2C(OC(=O)c2ccccc2)C2(O)CC(OC(=O)C(O)C(NC(=O)c3ccccc3)c3ccccc3)C(C)=C1C2(C)C (stereo not given)	·	-49%	4	i	·	·	·
O=C(CSc1nc2ccccc2n1Cc1ccccc1F)NCc1ccccc1	10%	10%	37	·	·	·	·
Cc1cc(C(=O)N[C@@H]2C[C@H](Cn3cc(CN(C)C)nn3)[C@@H](O)[C@H]2O)no1	31%[87.6 µM]	-3%[87.6 µM]	-8	-14%[88.5 µM]	i	?	i
C[C@@H](NC(=O)[C@@H]1C[C@@H](NC(=O)c2cnccn2)CCN1C(=O)c1ccco1)C(N)=O	3%[87.6 µM]	9%[87.6 µM]	-9	i	0%[172 µM]	1%[172 µM]	2%[174 µM]
O=S(=O)(c1ccccc1)c1nc(-c2cccs2)oc1SCc1ccccc1F	0%	2%	9	·	·	·	·
CCN1c2cc(C(=O)Nc3ccc4c(c3)OCCO4)ccc2C(=O)N2CCCC21 (stereo not given)	-21%	-16%[12.5 µM]	40	i	?	5µM*	?
CCc1ccc(C(=O)c2cn(CC(=O)Nc3ccc4c(c3)OCCO4)c3ccc(F)cc3c2=O)cc1	-21%	4%	-11	·	·	·	·
Cn1cnc(C(=O)N2CCC3(CC2)CC(N(Cc2ccccc2)C2CC2)CCO3)c1 (stereo not given)	16%	-8%	11	i	3%	6%	i
COc1ccc(C2Cn3cnc(C(=O)N4CCC(C(=O)NCc5ccccn5)CC4)c3CO2)cc1 (stereo not given)	-6%	3%	1	i	5%	-4%	i
COCC1(O)CCOC2(CCN(C(=O)c3cccnc3)CC2)C1 (stereo not given)	-28%	-3%	1	i	-3%	·	-5%
CN(C)C(=O)N1CCCN(c2nc3ncccc3o2)CC1	5%[87.6 µM]	-10%[87.6 µM]	5	i	-1%[172 µM]	-2%[172 µM]	-9%[138 µM]
COCCCNC(=O)CCC(=O)NNc1nc2ccccc2c2nc(C)nn12	-2%	-8%	-6	·	·	·	·
O=C(Cc1cccc(Cl)c1)N1CCCC(C(=O)N2CCC(c3nc4ncccc4[nH]3)CC2)C1 (stereo not given)	-23%	-1%	-8	-3%	?	·	-16%
CC(C)c1nccn1CCCNC(=O)c1ccc(-c2cccnc2)nc1	18%	-1%	-2	-3%	-21%	0%	-11%
CCc1ccccc1N(c1nc(-c2ccc(OC)c(OC)c2)no1)c1nc(-c2ccc(OC)c(OC)c2)no1	14%	-11%	-16	·	·	·	·
CCc1ccc(-n2c(N3CCN(c4ccc(F)cc4)CC3)nc3ccccc3c2=O)cc1	-30%	-9%	13	·	·	·	·
CCNC(=O)N[C@@H]1C=C[C@@H](c2c(C)nn(-c3ccc(F)cc3)c2C)C1	-21%[87.6 µM]	-7%[87.6 µM]	-11	i	89µM*	6.3µM*	?
O=C(NCc1cccs1)c1ccc(CSc2nc3cccnc3n2Cc2ccccc2F)cc1	-29%	-19%	-4	·	·	·	·
COc1ccc(Cn2c(C3CCN(C(=O)Cc4cccs4)CC3)n[nH]c2=O)cc1	1%	5%	-18	-1%	0%	3%	-18%
O=C(C1CCC1)N1CCC2(CC1)CC(N(Cc1ccc(F)cc1)C1CC1)CCO2 (stereo not given)	-11%	-7%	5	?	?	0%	-21%
Cc1ccc(Cl)cc1NC(=O)CN1C(=O)CCc2ccccc21	40%[activator]	0%	5	·	·	·	·
COc1ccc(-c2nc3cc(C)ccc3cc2CN2CCCC(O)C2)cc1OC (stereo not given)	4%	-21%	19	i[11.5 µM]	?	1%	-30%
COCC(=O)N1C2CCCC1CC(=O)C2	-13%[87.6 µM]	9%[87.6 µM]	28	0%[88.5 µM]	0%[230 µM]	-2%[230 µM]	-23%[174 µM]

The closing 6 records of the section above come first, to join the parts.
SMILES	SNCA expr inh	SNCA viab count	IP6K1 inh	GPT2 inh	HEK293 tox	Luciferase inh	3T3 cytotox
O=C(NCc1cccs1)c1ccc(CSc2nc3cccnc3n2Cc2ccccc2F)cc1	-29%	-19%	-4	·	·	·	·
COc1ccc(Cn2c(C3CCN(C(=O)Cc4cccs4)CC3)n[nH]c2=O)cc1	1%	5%	-18	-1%	0%	3%	-18%
O=C(C1CCC1)N1CCC2(CC1)CC(N(Cc1ccc(F)cc1)C1CC1)CCO2 (stereo not given)	-11%	-7%	5	?	?	0%	-21%
Cc1ccc(Cl)cc1NC(=O)CN1C(=O)CCc2ccccc21	40%[activator]	0%	5	·	·	·	·
COc1ccc(-c2nc3cc(C)ccc3cc2CN2CCCC(O)C2)cc1OC (stereo not given)	4%	-21%	19	i[11.5 µM]	?	1%	-30%
COCC(=O)N1C2CCCC1CC(=O)C2	-13%[87.6 µM]	9%[87.6 µM]	28	0%[88.5 µM]	0%[230 µM]	-2%[230 µM]	-23%[174 µM]
O=C(c1ccc(F)cc1Cl)N1CCN(c2cc(-c3ccc(F)cc3)[nH]n2)CC1	-21%	-5%	-7	i	?	8%	?
O=C(NCc1cccc(Br)c1)c1ccc(-n2cnc3cccnc32)cc1	-17%	3%	11	·	·	·	·
CC(=O)Nc1ccc(-c2nnc3n2CCN(C(=O)c2ccccc2F)C3)cc1	·	·	-7	·	5%	·	i
CCc1ccc(CN(C(=O)c2nc(SC)ncc2Cl)C2CCS(=O)(=O)C2)cc1 (stereo not given)	3%	0%	-11	·	·	·	·
COc1ccc(NC(=O)Nc2ccc(C)n(CC(=O)O)c2=O)cc1	?	-5%	-5	i	12%	4µM*	i
COc1ccccc1NC(=O)CCNS(=O)(=O)c1ccc2c(c1)CCCC(=O)N2	-7%	0%	-2	·	·	·	·
Cc1ccc(NC(=O)Cn2c(=O)n(CCC(C)C)c(=O)c3cccnc32)cc1C	-14%	-17%	23	·	·	·	·
CSc1ccc(CCNC(=O)C(C)n2nc(C)c3c(C)n(-c4ccccc4)nc3c2=O)cc1 (stereo not given)	-29%	-4%	18	·	·	·	·
Cc1ccc(NC(=O)C2CCCN(S(=O)(=O)c3cccc4nsnc34)C2)cc1C (stereo not given)	-10%	-4%	-8	·	·	·	·
CCn1nc(C(C)C)cc1C(=O)N1CCN(C)C2(CCC(=O)N(C)CC2)C1 (stereo not given)	-8%	2%	-3	i	i	-11%	-15%
COc1cccc(/C=C/c2nc(C#N)c(NCCN(C)C)o2)c1	4%	9%	-5	·	·	·	·
Cc1ccc(S(=O)(=O)N2CCN(Cc3nc4ccc(C)cc4o3)CC2)c(C)c1	-5%	-1%	10	·	·	·	·
COc1ccc(C(=O)N2CCC3(CC2)OCC(C(=O)NC2CC2)N3C(=O)c2ccc(F)cc2)cc1 (stereo not given)	-8%	5%	5	i	-13%	-10%	-7%
O=C(c1ccc2c(c1)N(Cc1ccccc1F)C(=O)c1ccccc1S2=O)N1CCN(c2ccccc2)CC1 (stereo not given)	31%[activator]	8%	11	·	·	·	·
O=C(N[C@@H]1CN(C(=O)Nc2ccc(OC(F)(F)F)cc2)CCC[C@H]1O)c1ccc(OCCN2CCOCC2)cc1	2%	-6%	3	-17%	?	?	?
COCCNC(=O)c1cc(-c2cccc(Cl)c2)on1	87%[activator]	-4%	0	·	·	·	·
COc1cccc(C2C(C(N)=O)=C(C)Nc3ncnn32)c1 (stereo not given)	21%	4%	33	·	·	·	·
CCOc1cccc2c1OC[C@@H]1CN(CC)C(=O)CCN(C(=O)COc3ccccc3)[C@H]21	·	·	-5	·	-25%	·	?
CC(NC(=O)c1cc(S(N)(=O)=O)ccc1F)c1ccc2c(c1)OCCCO2 (stereo not given)	-12%	3%	3	-2%	-7%	0%	-6%
O=C(CCNS(=O)(=O)c1ccc2c(c1)CCN2C(=O)C1CC1)Nc1ccc(Cl)cc1	?	-1%	5	·	·	·	·

Next section (2 carried over from the part before).
SMILES	SNCA expr inh	SNCA viab count	IP6K1 inh	GPT2 inh	HEK293 tox	Luciferase inh	3T3 cytotox
CC(NC(=O)c1cc(S(N)(=O)=O)ccc1F)c1ccc2c(c1)OCCCO2 (stereo not given)	-12%	3%	3	-2%	-7%	0%	-6%
O=C(CCNS(=O)(=O)c1ccc2c(c1)CCN2C(=O)C1CC1)Nc1ccc(Cl)cc1	?	-1%	5	·	·	·	·
NC(=O)[C@@H]1CN(C(=O)c2cncnc2)C[C@H]1COc1ccccc1	-10%	8%	11	1%	-6%	0%	-13%
O=C(c1cccc2c1NCCC2)N1CCn2nc(C(O)C3CC3)cc2C1 (stereo not given)	-6%	-2%	-9	?	i	4%	1%
Cc1ccnn1CCC(=O)N1CC[C@H](N2CCN(C)CC2)[C@H](CCC(=O)O)C1	-3%	3%	-3	-5%	2%	-11%	i
CCOc1ccc(-c2cn3c(n2)sc2cc(C(=O)NCCC4=CCCCC4)ccc23)cc1	39%[activator]	-3%	5	·	·	·	·
COc1ccc(CC(=O)N2CCC[C@@H]2C(=O)N2CCC(N3CCOC3=O)CC2)cc1	21%	2%	-4	i	0%	·	-4%
COCc1ccc2c(c1)c(OC(C)(C)C(=O)NCC[S+](C)(=O)[O-])nn2Cc1cccnc1	12%	5%	4	-5%	i	1%	?
Cn1c(C(=O)NC(C)(C)C)cc2c1CCN(Cc1cccc(F)c1)C2	6%	8%	-8	-3%	?	-18%	?
COc1ccc(-c2ccc(C(=O)Nc3cccc(Cl)c3)cc2)nn1	·	·	12	·	?	·	?
CCc1nc(-c2c3n(c(=O)n(CC(=O)Nc4cc(F)ccc4F)c2=O)CCCCC3)no1	-29%	-2%	48	-6%	13%	11%	-2%
C#CCNC(=O)c1ccc2oc(-c3cccnc3)nc2c1	18%[87.6 µM]	7%[87.6 µM]	-4	i	?	·	-15%[138 µM]
COc1ccc(NC(=O)c2ccc3c(c2)c(C)c(C)n3Cc2ccc(F)cc2)cc1	25%	?	-6	·	·	·	·

Compound activity (PubChem BioAssay)
